# PGE2 EP2 inh = inhibitors of human EP2 prostaglandin E2 receptor; C6 glioma cells expressing human EP2, cAMP TR-FRET; cells stimulated with saturating PGE2; inhibition, % at 25 µM; 260,000 tested, 0.52% active; AID 1422;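 active = percent inhibition above 40 after rounding to a whole number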;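 also: rat C6 glioma host cells with rolipram phosphodiesterase inhibitor present; the protocol text gives 20 µM as final concentration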
# Target sequence (P43116 whole entry, looked up): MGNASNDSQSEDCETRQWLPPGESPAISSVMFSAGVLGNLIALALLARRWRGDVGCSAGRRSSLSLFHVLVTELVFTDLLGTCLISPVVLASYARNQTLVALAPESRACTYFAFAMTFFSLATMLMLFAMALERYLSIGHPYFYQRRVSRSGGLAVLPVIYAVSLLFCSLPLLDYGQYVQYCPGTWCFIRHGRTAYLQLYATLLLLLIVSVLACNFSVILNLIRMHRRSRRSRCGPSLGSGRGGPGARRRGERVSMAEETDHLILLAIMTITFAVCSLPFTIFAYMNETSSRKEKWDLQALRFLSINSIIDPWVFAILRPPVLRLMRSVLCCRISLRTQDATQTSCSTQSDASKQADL
# EP2 modulator = modulators of human EP2 prostaglandin E2 receptor | 260,000 tested, 0.83% active | induction, % at 25 µM | EP2-expressing cells, cAMP HTRF FRET, PGE2 co-stimulation;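 active = compounds whose cAMP rise, as percent of the full-agonist control response, exceeds 60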;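 also: rat C6 glioma line stably carrying human EP2 under a CMV promoter; the protocol text gives 20 µM as final concentration; 100% = response of wells given 1 µM PGE2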
# Starred values were filed as active, the others as inactive. An excerpt. The share of hits here may be higher or lower than overall.
SMILES,PGE2 EP2 inh,EP2 modulator
COc1ccc(N2CC(C(=O)Nc3cc(C)ccc3F)CC2=O)cc1 (centres undefined),8,-22
CCNc1nc2c(c(=O)[nH]c(=O)n2C)n1Cc1ccccc1Cl,11,-6
CCOc1c(OC)cccc1C1C(C(=O)Nc2ccccc2)=C(C)Nc2ncnn21 (centres undefined),10,-6
CCOc1ccc2[nH]c(=O)c(CN(CCOC)C(=O)Nc3ccc(C)cc3)cc2c1,11,-23
COc1ccc(S(=O)(=O)N(Cc2cccs2)Cc2cc3cc4c(cc3[nH]c2=O)OCCO4)cc1,14,20
CCCn1nnnc1SCC(=O)N1C(C)CCCC1C (centres undefined),7,-15
CCOC(=O)Cn1nnnc1CN(Cc1cc2ccc(C)cc2[nH]c1=O)C1CCCC1,13,4
COCCn1c(SCc2ccccc2)nc2sc(C)c(C)c2c1=O,10,30
CCCC(c1nnnn1C(C)(C)CC)N(Cc1ccc(F)cc1)Cc1cc2ccc(C)cc2[nH]c1=O (centres undefined),7,-6
O=[N+]([O-])c1sc2ccccc2c1NCc1ccco1,8,-11
Fc1ccc(F)c(CN(CCCN2CCOCC2)Cc2cccnc2)c1,13,-4
Cc1ccc(NC(=O)CN2C(=O)c3cccc4cccc2c34)cc1Cl,12,-4
CCc1ccc(NC(=O)CSc2nnc(-c3ccoc3C)n2CC2CCCO2)cc1 (centres undefined),7,11
Cc1nc(NC(=O)CSc2nnc(-c3ccoc3C)n2-c2ccc(F)cc2)sc1C,7,16
COc1ccc2[nH]c(=O)c(CN(C)C(=O)c3ccc(C)cc3)cc2c1,12,-74
CCOc1ccccc1NC(=O)c1sc(NC(=O)c2cccc(F)c2)c(C(=O)OC)c1C,8,25
COCc1ccc(OC)c(CN2CC(CN3CCOCC3)c3ccccc32)c1 (centres undefined),2,-7
Nc1ccc(N(S(=O)(=O)c2ccccc2)S(=O)(=O)c2ccccc2)c(Cl)c1,44*,-15
Cn1ccnc1CN(Cc1ccccc1)C1CC(C)(C)NC(C)(C)C1,9,-10
O=C1CCCN1c1ccc(CN2CCC(O)(c3ccccc3F)CC2)cc1,6,-24
COc1ccc2cc(C)c3nn(CCNC(=O)C(C)(C)C)c(=O)n3c2c1,7,-18
Cc1cc(SCC(=O)c2ccccc2)nc2ccccc12,12,57
CC(C)(C)C(=O)c1cn(CC(=O)NCC2CCCO2)c2ccccc12 (centres undefined),11,-32
O=C1CCc2cc(S(=O)(=O)NCC3(c4ccccc4)CCCC3)ccc2N1,4,-84
Cc1nn(CC(=O)N[C@@H](Cn2nc(-c3cccs3)ccc2=O)C(C)C)c(C)c1C,7,-7
CC(=O)Nc1ccc(NC(=O)CSc2nc3cc4c(cc3cc2C)OCCO4)cc1,12,12
CCOc1cc(C)c(C2C(C#N)=C(N)Oc3n[nH]c(C)c32)cc1C(C)C (centres undefined),21,-50
COc1ccc(-n2nnnc2SCC(=O)Nc2cc(C)ccc2C)cc1OC,8,-31
CCCC(NC(=O)c1n[nH]c2c1CCCCC2)c1ccc2c(c1)OCCO2 (centres undefined),4,-16
CCCCC[C@H](CC(=O)O)C(=O)O,13,30
Cc1sc2ncnc(SCC(=O)NCc3ccc4c(c3)OCO4)c2c1C,16,16
COc1ccc2c(C(O)CN3CCN(c4nc(C)cc(C)n4)CC3)c[nH]c2c1 (centres undefined),5,-67
O=C(Nc1cccc(C(F)(F)F)c1)C1CCN(C(=O)c2cccs2)CC1,4,-31
COC(=O)c1ccc(NC(=S)NC(=O)/C=C/c2cccs2)cc1,9,-1
Cn1c(CN2CCOCC2)nnc1SCC(=O)NCc1ccccc1,11,13
CC(=O)c1cn(CC(=O)N2CCCc3ccccc32)c2ccccc12,11,-54
COCCCn1c(SCC(=O)Nc2ccccc2F)nnc1-c1ccoc1C,20,12
O=C(CCCc1nc2ccccc2c(=O)[nH]1)NC1CC2(CCCC2)Oc2ccccc21 (centres undefined),6,-10
O=C(CSc1nc(-c2ccco2)cc(C(F)(F)F)n1)NCc1ccc(F)cc1,13,-188
COc1ccc2cc(C)c3nnc(SCC(=O)c4cccs4)n3c2c1,9,-49
COc1ccc(C2(NCc3cc4c(cc3OC)OCCO4)CC2)cc1,3,-58
COc1ccc2[nH]c(=O)c(CN(CCO)C(=O)Nc3ccccc3Cl)cc2c1,7,-58
COc1ccc(OC)c(S(=O)(=O)N2CCC(C(=O)Nc3cc(C)cc(C)c3)CC2)c1,5,-67
CCc1ccc(NC(=O)C(=O)NNC(=O)c2cccs2)cc1,14,-7
Cc1ccc(OCCCn2c(C(C)O)nc3ccccc32)cc1 (centres undefined),7,-23
CN1C(C)(C)CC(NC(=O)Nc2ccc(F)cc2)CC1(C)C,9,-45
O=C(CCCl)NCC1COc2ccccc2O1 (centres undefined),10,-18
CCC(C(N)=O)c1ccccc1 (centres undefined),15,20
COc1ccc2cc(C)c3nn(CC(=O)Nc4c(C)nn(C)c4C)c(=O)n3c2c1,0,-41
O=C(C1CCCCC1)N1CCN(Cc2nc3ccccc3c(=O)[nH]2)CC1,11,17
COc1ccccc1C1(NC(=O)CCn2cccn2)CCCC1,1,-11
COc1ccccc1C1(O)CCCN(C(=O)CCn2nc(C)c(C)c2C)C1 (centres undefined),3,-15
CCc1c(C)sc2nc(C)nc(SCC(=O)Nc3cccc(C(C)=O)c3)c12,9,32
COCCN1C(=O)C(=O)/C(=C(\O)c2ccc(OC)cc2C)C1c1cccs1 (centres undefined),18,46
Cc1nc(SCC(=O)Nc2ccccc2F)nc2c1CCCC2,8,79*
COc1ccc(C2C(C(C)=O)=C(O)C(=O)N2CCc2c[nH]c3ccccc23)c(OC)c1 (centres undefined),22,18
CCOc1cc(C2NC(=O)C(=O)/C2=C(\O)c2cccc(OC)c2)ccc1O (centres undefined),4,0
CCN(CC)C1=C(C(=O)c2ccccc2)NS(=O)(=O)c2ccccc21,14,-15
CCc1nn(CC(=O)N(C(C)C)C(C)C)c(=O)c2cc3oc(C)cc3n12,8,-24
CCOc1cccc(/C(O)=C2/C(=O)C(=O)N(CCCN3CCOCC3)C2c2ccco2)c1 (centres undefined),10,9
# More entries follow.
SMILES,PGE2 EP2 inh,EP2 modulator
COc1ccc(OC)c(NC(=O)CSc2nc3c(C)cc(C)cc3cc2C)c1,9,43
Cc1ccc2cc(CN(Cc3cccnc3)C(=O)Nc3ccc(Cl)cc3)c(=O)[nH]c2c1,10,-93
CC(C)(C)c1ccc(-c2nc(C(N)=O)c3[nH]c(=O)n(CC4CCCO4)c3n2)cc1 (centres undefined),12,1
Oc1ccccc1CNc1nc2ccccc2n1CCN1CCOCC1,9,-37
COc1ccc(C2(C(=O)N3CCC[C@@H]3Cn3nc(-c4cccs4)ccc3=O)CC2)cc1,10,-18
C#CCOc1ccc(CN(Cc2cccnc2)C2CC(C)(C)NC(C)(C)C2)cc1OC,5,0
C[C@H](Cn1nnc2ccccc21)NC(=O)c1ccc(Cn2cccn2)o1,7,28
CN1CCN(C(c2ccc(F)cc2)c2nnnn2C2CCCC2)CC1 (centres undefined),8,-17
CCCOc1cccc(C(=O)Nc2nnn(CC)n2)c1,7,-45
CCc1ccc(N(CC(=O)N2CCN(C)CC2)S(C)(=O)=O)cc1,7,7
COc1cc(C2NC(=O)NC(C)=C2C(=O)Nc2cc(Cl)ccc2C)cc(OC)c1OC (centres undefined),10,-23
CC[C@@H](Cn1nc(-c2cccs2)oc1=O)NC(=O)c1csc(NC(C)=O)n1,4,-9
O=C(NC1CCCCC1)C(c1ccccc1)N(C(=O)Cc1ccsc1)c1ccc2c(c1)OCCO2 (centres undefined),7,57
Cc1cccc2cc(CN(Cc3cccnc3)C(=S)NCc3ccccc3)c(=O)[nH]c12,13,-49
NCCCC[C@H](N[C@@H](CCc1ccccc1)C(=O)O)C(=O)N1CCC[C@H]1C(=O)O,10,-5
Cn1c(=O)oc2cc(S(=O)(=O)Nc3ccc(C(=O)O)cc3)ccc21,10,-34
Cc1ccc(CN(CCCn2ccnc2)Cc2ccccc2N2CCCCC2)o1,8,18
COc1ccccc1C1(NC(=O)c2cncnc2)CCCC1,9,-7
COc1ccc2[nH]c(=O)c(C(c3nnnn3Cc3ccc(F)cc3)N(C)C3CCCCC3)cc2c1 (centres undefined),10,21
COCCCNC(=O)C(=O)NCc1ccccn1,7,-18
FC(F)(F)c1cccc(N2CCN(Cc3nnnn3C3CCCCC3)CC2)c1,12,40
O=C(Nc1ccc2c(c1)OCO2)c1cc2n(n1)C(C(F)(F)F)CC(c1ccc3c(c1)OCO3)N2 (centres undefined),8,-82
Cc1cccc(-c2nnc(N(C(=O)C3CCCCC3)C(C)C)s2)c1,8,13
C[C@@H]1O[C@@H](O[C@H]2[C@@H](Oc3cc(O)c4c(c3)O[C@H](c3ccc(O)cc3)CC4=O)O[C@H](CO)[C@@H](O)[C@@H]2O)[C@H](O)[C@H](O)[C@H]1O,17,23

# Single entries from the entries so far.
# Cn1c(=O)oc2cc(S(=O)(=O)Nc3ccc(C(=O)O)cc3)ccc21 in EP2 modulator: -34
# COCCCNC(=O)C(=O)NCc1ccccn1 in PGE2 EP2 inh: 7
# C[C@@H]1O[C@@H](O[C@H]2[C@@H](Oc3cc(O)c4c(c3)O[C@H](c3ccc(O)cc3)CC4=O)O[C@H](CO)[C@@H](O)[C@@H]2O)[C@H](O)[C@H](O)[C@H]1O in EP2 modulator: 23

# Further entries.
SMILES,PGE2 EP2 inh,EP2 modulator
COc1ccc(CN2CCc3c(nc(N4CCCC(C)C4)[nH]c3=O)C2)cc1 (centres undefined),7,-50
Cc1cccc2cc(C(c3nnnn3C3CCCCC3)N3CCC(Cc4ccccc4)CC3)c(=O)[nH]c12 (centres undefined),17,-19
COc1ccc(-c2cc(C(F)(F)F)nc(SCC(=O)NCCCn3ccnc3)n2)cc1,33,-99
COC(=O)CC1=C(C(=O)OC)C(c2cccnc2)C(C#N)=C(N)O1 (centres undefined),5,-21
NCC(O)C1CCCCCCC1 (centres undefined),12,1
O=c1[nH]c(/C=C\c2cccc(Cl)c2Cl)c([N+](=O)[O-])c(=O)[nH]1,6,-5
CS(=O)(=O)N(CC(=O)NCc1ccncc1)c1ccccc1,12,7
CC(C)NC(=O)C1CC(c2cccc(Br)c2)=NO1 (centres undefined),11,-3
CCc1ccc2[nH]c(=O)c(CN(Cc3ccc(F)cc3)Cc3nnnn3CC3CCCO3)cc2c1 (centres undefined),7,25
Cc1cc(Nc2ccccc2)c2ccccc2n1,16,-35
CCn1c(C)cc2cc(NC(=O)CCn3nc(C)c(C)c3C)ccc21,7,-24
CCOc1ccccc1NC(=O)CSc1nc(C)cc(=O)[nH]1,16,-41

# No new results follow: an excerpt of the list.
SMILES,PGE2 EP2 inh,EP2 modulator
CS(=O)(=O)N(CC(=O)NCc1ccncc1)c1ccccc1,12,7
CC(C)NC(=O)C1CC(c2cccc(Br)c2)=NO1 (centres undefined),11,-3
CCc1ccc2[nH]c(=O)c(CN(Cc3ccc(F)cc3)Cc3nnnn3CC3CCCO3)cc2c1 (centres undefined),7,25
Cc1cc(Nc2ccccc2)c2ccccc2n1,16,-35
CCn1c(C)cc2cc(NC(=O)CCn3nc(C)c(C)c3C)ccc21,7,-24
CCOc1ccccc1NC(=O)CSc1nc(C)cc(=O)[nH]1,16,-41

# Going on with the list.
SMILES,PGE2 EP2 inh,EP2 modulator
C/C=C/CSc1nc2c(c(=O)[nH]c(=O)n2C)n1CCOC,7,28
COCCn1nnnc1C(c1cc2cc(C)cc(C)c2[nH]c1=O)N(Cc1cccnc1)Cc1ccco1 (centres undefined),8,-12
Cn1c(=O)n(CC(=O)N2CCCC(c3ccccc3)C2)c2cccnc21 (centres undefined),7,-15
CCCSc1ncc(CNC2(c3ccccc3F)CCCC2)cn1,6,-54
Cc1c(CN2CCN(C)CC2)c(O)n(CCO)c(=O)c1C#N,11,-21
COc1ccc(S(=O)(=O)N2CCC(C(=O)NCc3ccccc3OC)CC2)cc1,5,-30
Cc1sc2nc(SCC(=O)N(C(C)C)C(C)C)[nH]c(=O)c2c1C,10,5
CCc1nnc(NC(=O)CSc2nnc(-c3ccc(OC)c(OC)c3)n2-c2ccccc2)s1,13,10
CCN(CC)c1nc2c(c(=O)n(C)c(=O)n2C)n1Cc1ccc(Cl)cc1,20,9
COC(=O)c1sc(NC(=O)c2ccc(C)cc2C)c(C#N)c1C,10,-53
O=C(CSc1nnc2c(n1)[nH]c1ccc(F)cc12)Nc1ccccc1F,3,-40
C=CCNc1nc(Nc2ccc(OC)cc2)nc(N2CCOCC2)n1,9,-5
COc1ccc(NC(=O)Cn2nnc(-c3ccccc3F)n2)cc1OC,5,-40
COc1ccccc1C(=O)Nc1ccc(NC(=O)c2ccccn2)cn1,8,-28
Cc1[nH]nc2c1C(c1cc3cccc(C)c3[nH]c1=O)C(C#N)=C(N)O2 (centres undefined),10,-102
COc1cc2cc(CN(CCN(C)C)C(=S)NCc3ccco3)c(=O)[nH]c2cc1OC,10,-16
Cc1cc(C)c2cc3c(N)c(C(=O)N4CCc5ccccc54)sc3nc2c1,8,17
c1ccc(Nc2ncnc3ccccc23)cc1,3,-40
O=C(CSc1nnc2n(Cc3ccccc3)c3ccccc3n12)NC1CCCCC1,12,-3
Cc1ccc(S(=O)(=O)NC2CC(C)(C)NC(C)(C)C2)cc1C,17,-45
CCOc1c(Cl)cc(C2C3=C(CCCC3=O)NC3=C2C(=O)CCC3)cc1Cl,7,-3
CCc1ccccc1NC(=O)CSc1nc2cc3c(cc2cc1C)OCO3,22,56
O=C(N1CCOCC1)N1CCc2nc(N3CCOCC3)[nH]c(=O)c2C1,8,-33
Cc1ccccc1NC(=O)c1oc2ccccc2c1C,11,-51
Cc1cc(C)c(C#N)c(SCC(=O)C23CC4CC(CC(C4)C2)C3)n1,6,36
Cc1cccc(C)c1NC(=O)CSc1nnc(C2CC2)n1C,11,6
Cc1ccc(Cl)cc1NC(=O)CSc1nc2ccccc2c(=O)n1C,9,-45

# Retrieved one by one from the list above:
SMILES,PGE2 EP2 inh,EP2 modulator
Fc1ccc(F)c(CN(CCCN2CCOCC2)Cc2cccnc2)c1,13,-4
CCc1ccccc1NC(=O)CSc1nc2cc3c(cc2cc1C)OCO3,22,56
Oc1ccccc1CNc1nc2ccccc2n1CCN1CCOCC1,9,-37
